mIAP act: activators of mouse IAP, primary screen, biochemical, luminescence, uHTS; AID 2805, 2010; actives 0.24% (n = 330,000); intestinal alkaline phosphatase [Mus musculus]; activation factor at 10 µM; muIAP, CDP-Star luminescence, 30 min; active compounds read high; 1 = vehicle-only enzyme signal, 0 = enzyme-free wells;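 active = activation factor of at least 2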; also: the source names both 10 and 20 µM as test concentration; values of inactives mirror those of a sister screen read the other way
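Assay system: mouse IAP enzyme / Compound: DMSO-dissolved test compounds / Timing: 30 min, room temperature / Measured by: luminescence from enzymatic CDP-Star hydrolysis / Control set: DMSO-only wells, enzyme-free buffer wells as negative control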
mIAP block: inhibitors of mouse IAP, primary screen, biochemical, luminescence, uHTS | intestinal alkaline phosphatase [Mus musculus] | purified mouse IAP, CDP-Star luminescence, 30 min | actives 0.2% (n = 330,000) | inhibition, % at 10 µM;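 active = inhibition of at least 40% at 10 µM in the primary screen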;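 also: plate controls were DMSO with enzyme for no effect and no enzyme wells for full effect; values of inactives mirror those of a sister screen read the other way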
A3G deaminase: APOBEC3G DNA deaminase inhibitors, primary screen, biochemical, fluorescence, single-stranded DNA substrate, uHTS; inhibition, % at 20 µM; actives 0.28% (n = 330,000); DNA dC->dU-editing enzyme APOBEC-3G (Homo sapiens), Q9HC16; recombinant A3G, ssDNA deamination FAM/TAMRA fluorescence;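 active = inhibition of at least 40% at 20 µM, with no more than 30% in the related APOBEC3A deaminase screen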;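 also: plate controls were DMSO wells with A3G for no effect and wells lacking A3G enzyme for full effect; some compounds called inactive have numbers as strong as hits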
Target sequence (Q9HC16 whole entry, looked up): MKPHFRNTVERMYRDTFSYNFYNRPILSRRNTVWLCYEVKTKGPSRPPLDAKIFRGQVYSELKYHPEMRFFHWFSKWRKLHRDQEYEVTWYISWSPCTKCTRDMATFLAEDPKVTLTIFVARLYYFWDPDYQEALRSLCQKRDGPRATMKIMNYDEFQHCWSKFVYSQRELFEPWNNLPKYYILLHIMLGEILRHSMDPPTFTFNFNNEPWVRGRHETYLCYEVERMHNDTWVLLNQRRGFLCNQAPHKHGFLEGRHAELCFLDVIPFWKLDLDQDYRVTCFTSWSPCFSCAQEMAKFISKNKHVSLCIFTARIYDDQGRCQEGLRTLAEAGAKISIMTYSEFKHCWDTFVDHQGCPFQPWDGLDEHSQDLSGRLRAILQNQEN
hIAP act: human IAP activators, primary screen, biochemical, luminescence, uHTS | purified human IAP, CDP-Star luminescence, 30 min; active compounds read high; 1 = vehicle-only enzyme, 0 = enzyme-free background | activation factor at 10 µM | Intestinal-type alkaline phosphatase (Homo sapiens), P09923 | actives 0.16% (n = 330,000);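 active = activation factor of the enzyme at least 2-fold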; also: the source names both 10 and 20 µM as test concentration; values of inactives mirror those of a sister screen read the other way
Target sequence (P09923 whole entry, looked up): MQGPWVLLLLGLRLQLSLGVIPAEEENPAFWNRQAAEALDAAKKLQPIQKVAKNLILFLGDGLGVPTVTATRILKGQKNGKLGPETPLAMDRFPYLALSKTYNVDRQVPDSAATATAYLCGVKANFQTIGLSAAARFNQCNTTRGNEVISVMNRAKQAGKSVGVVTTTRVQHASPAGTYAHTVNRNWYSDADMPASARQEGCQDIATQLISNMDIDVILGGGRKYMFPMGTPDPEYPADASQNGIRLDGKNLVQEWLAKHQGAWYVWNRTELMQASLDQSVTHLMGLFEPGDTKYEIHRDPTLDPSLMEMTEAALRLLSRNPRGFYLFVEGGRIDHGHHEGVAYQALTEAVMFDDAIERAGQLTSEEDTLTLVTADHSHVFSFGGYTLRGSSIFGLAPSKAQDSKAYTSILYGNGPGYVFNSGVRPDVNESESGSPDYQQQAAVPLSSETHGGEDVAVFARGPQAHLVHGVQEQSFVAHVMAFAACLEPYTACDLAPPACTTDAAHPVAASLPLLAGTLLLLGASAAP
A3A deaminase: APOBEC3A ssDNA deaminase inhibitors, primary screen, selectivity assay for APOBEC3G inhibitor project, biochemical, FAM/TAMRA oligo cleavage fluorescence | DNA dC->dU-editing enzyme APOBEC-3A (Homo sapiens), P31941 | recombinant A3A, FAM/TAMRA ssDNA deamination fluorescence | inhibition, % at 20 µM | actives 0.41% (n = 330,000) | AID 493011, 2011;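 active = at least 40% inhibition at 20 µM here, with at most 30% in a related deaminase screen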;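 also: plate controls were A3A with DMSO for no effect and wells lacking A3A enzyme for full effect; some results filed as inactive read as strong as hits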
hIAP inh: human IAP inhibitors, primary screen, biochemical, luminescence, uHTS | purified IAP, CDP-Star luminescence, 30 min | actives 0.12% (n = 330,000) | inhibition, % at 10 µM | AID 2544, 2010 | Intestinal-type alkaline phosphatase (Homo sapiens), P09923;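 active = inhibition reaching a set limit with compound at 10 µM in the primary screen, cut at about 35% in these data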;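 also: plate controls were DMSO wells with enzyme for no effect and no-enzyme buffer wells for full effect; values of inactives mirror those of a sister screen read the other way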
MIN6 prolif: inducers of MIN6 beta-cell proliferation, primary screen, ATP luminescence, uHTS | MIN6 cells proliferation, ATPlite luminescence, 48 h; cells starved in 0.2% serum; 100% = growth in 10% serum | proliferation, % at 10 µM | actives 0.29% (n = 330,000);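 active = compounds whose signal lies at least 3.5 SD above the mean of all wells on their plate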;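 also: 0% = DMSO-treated cells in low-serum medium and 100% = 10% serum control; some compounds called inactive have numbers as strong as hits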
NALP3 yeast inh: NALP3 inflammasome inhibitors in reconstituted yeast, primary screen, luminescence, uHTS. actives 0.39% (n = 330,000). Yeast reconstituted NLRP3/ASC/caspase-1, beta-gal luminescence, 24 h. inhibition, % at 10 µM. AID 2825, 2010;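 active = inhibition of 50% or more; inactive = inhibition below 50%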;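 also: plate controls were induced DMSO wells for no effect and uninduced yeast grown without galactose for full effect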
SENP1 FRET inh: human SENP1 catalytic domain inhibitors, primary screen, biochemical, FRET, uHTS | Sentrin-specific protease 1 (Homo sapiens), Q9P0U3 | recombinant SENP1 catalytic domain, CyPet-SUMO1-YPet FRET cleavage | inhibition, % at 10 µM | actives 0.21% (n = 360,000) | AID 624204, 2012;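 active = inhibition at least 30% at 10 µM, raw YFP signal under a set limit, fluorescence ratio 0.5 to 1.5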;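 also: 0% = enzyme with DMSO and 100% = no enzyme wells; some results filed as inactive read as strong as hits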
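Test system: recombinant human SENP1 catalytic domain, His6-tagged / Medium: pH 8 Tris buffer with EDTA, NaCl, BME, BSA, NP40, catalase / Also added: SUMO1 FRET substrate flanked by Cypet and Ypet, 25 nM / Times: 50 min reaction at room temperature / Signal: FRET, CFP and YFP emission / Control set: no-enzyme low control and enzyme-plus-DMSO high control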
* hit, by the source's call; · = not tested or not shown.

SMILES	mIAP act	mIAP block	A3G deaminase	hIAP act	A3A deaminase	hIAP inh	MIN6 prolif	NALP3 yeast inh	SENP1 FRET inh
O=C(CSc1nnc(NC(=O)C2CCC2)s1)NC1CC1	0.93	7	-4	0.97	2	3	0	11	0
ClC(Br)=C(n1cnc2ccccc21)n1cnc2ccccc21	0.97	3	-9	0.93	-6	7	-2	-3	1
O=C(NCc1ccccc1)c1onc(CSc2ccc(Cl)cc2)c1C(=O)NCc1ccccc1	0.99	1	18	0.8	1	20	-6	21	2
COc1ccc(CN2C(=O)CS/C2=N/N=C/c2cccs2)cc1	0.99	1	-6	1	-5	-2	-4	25	2
COc1ccc(-c2nnc(Nc3nc4c(OC)cccc4s3)o2)c(OC)c1	0.84	16	-1	0.9	8	10	-4	-5	-10
CCn1c(SCC(=O)NCc2ccccc2)nc2nc3c(cc2c1=O)CCCC3	1.1	-9	-11	1.1	-3	-11	0	-3	-6
O=C(NCCN1CCOCC1)c1sc2ccccc2c1Cl	1	-2	1	1.1	2	-9	1	20	-15
FC(F)(F)c1cccc(-c2ccn3ncnc3n2)c1	1	-3	2	1	2	-4	0	4	1
O=C(Nc1cccc(Cl)c1)C1CCCN(c2cnccn2)C1 (stereo not given)	0.97	3	-2	1	7	-2	-5	16	0
COCCOC(=O)C1=C(C)Nc2cc(=O)[nH]c(=O)n2C1c1cccc([N+](=O)[O-])c1 (stereo not given)	0.87	13	-3	1.1	-5	-14	1	-2	1
CCCNc1nc2c(c(=O)n(C)c(=O)n2C)n1Cc1ccc(F)cc1	1.1	-12	-8	1	-8	-4	-4	11	4
CCO[C@H]1OC(C(=O)N2CCN(Cc3ccc4c(c3)OCO4)CC2)=C[C@@H](C(C)(C)C)[C@@H]1CCCO	1	0	-10	0.84	-6	16	-1	11	0
COc1ccc(S(=O)(=O)N2CCN(CCc3ccccc3)CC2)c(OC)c1	1	0	-1	1.1	-7	-14	-1	18	-4
S=c1nccc(-c2cc(Cl)sc2Cl)[nH]1	1.1	-8	0	0.93	4	7	-3	11	-3
O=C(/C=C/c1ccccc1)N1CCN(S(=O)(=O)c2ccc(F)cc2)CC1	1	0	-6	1	-3	-5	1	9	0
Cc1occc1C(=O)N/N=C/c1cccc2ccccc12	0.98	2	-11	0.88	-2	12	0	16	2
Cc1noc2ncnc(Oc3ccc4ccccc4c3)c12	1	-1	-6	0.86	-6	14	-2	29	2
COc1ccc(C2CC(c3ccc(OC)c(OC)c3)=NN2C(=O)c2ccccc2)cc1 (stereo not given)	0.94	6	-6	0.92	-1	8	3	10	0
O=C1/C(=C/c2cccc(F)c2)Oc2cc(O)ccc21	1	-3	-16	1	-6	-1	-2	14	-19
CCOC(=O)NC(=O)c1cn(Nc2ncc(Cl)cc2C(F)(F)F)c(=O)[nH]c1=O	1	-2	-4	0.98	-4	2	0	-2	1
CC1(CCc2ccccc2)NC(=O)N(CC(=O)Nc2ccccc2C#N)C1=O (stereo not given)	0.94	6	-5	1	1	-4	0	1	-4
Cc1ccc(OCC(=O)NCCCNC(=O)c2ccncc2)cc1	1	-3	5	1	2	-1	-3	6	4
O=C(CSc1cccc[n+]1[O-])c1cccs1	0.97	3	-6	1	-1	-3	-2	-4	1
CCC(Cc1ccccc1)NC(=O)CN(C)S(=O)(=O)c1ccc2c(c1)c(=O)n(C)c(=O)n2C (stereo not given)	1	-2	7	1.2	2	-20	-2	5	3
O=S(=O)(c1ccc(F)cc1)N1CCCC1	1.1	-7	-2	1.2	-1	-22	-2	11	2
(cont.)
SMILES	mIAP act	mIAP block	A3G deaminase	hIAP act	A3A deaminase	hIAP inh	MIN6 prolif	NALP3 yeast inh	SENP1 FRET inh
Cc1nn(-c2ccccc2)c(Cl)c1C(=O)NCc1ccccc1F	1	-4	-1	1	5	-1	1	31	-2
Cc1c(C(=O)NCc2ccc3c(c2)OCO3)oc2ccc(S(=O)(=O)N3CCCC3)cc12	0.93	7	0	1	1	-3	-2	1	-1
COC(=O)c1ccc(OCC(O)CN(CCO)CCO)cc1 (stereo not given)	0.96	4	-3	1.3	-3	-27	-3	-8	3
O=C(Nc1ccc([N+](=O)[O-])cc1)c1cc(Cl)sc1Cl	0.87	13	-7	1	-6	0	-4	20	-1
Cc1noc(C)c1CSc1ccccc1C(=O)N(C)CC(=O)Nc1cccc(F)c1	0.99	1	-6	0.85	-3	15	-5	13	2
Cc1nc2c(c(C)nn2-c2ccccc2)c(C)c1Cl	0.98	2	6	1.1	1	-10	-3	-1	0
O=[N+]([O-])c1ccc(N2CCCC2)cc1N1CCCC1	0.87	13	-5	0.91	1	9	3	58*	3
CCCCOc1ccccc1NC(=O)c1ccc(=O)[nH]c1	1	-5	-2	1	-4	-2	2	31	0
Cc1cc(C)nc(N2CCC(C(=O)Nc3ccc(Oc4ccccc4)cc3)CC2)n1	1.2	-17	-8	0.74	-1	26	-3	1	1
CC(C)C/C=C1\CCc2c([nH]c3ccccc23)C1=O	0.95	5	-10	0.87	-1	13	5	21	-3
OC[C@H]1O[C@@H]2O[C@H]3[C@H](O)[C@@H](O)[C@@H](O[C@H]4[C@H](O)[C@@H](O)[C@@H](O[C@H]5[C@H](O)[C@@H](O)[C@@H](O[C@H]6[C@H](O)[C@@H](O)[C@@H](O[C@H]7[C@H](O)[C@@H](O)[C@@H](O[C@H]1[C@H](O)[C@H]2O)O[C@@H]7CO)O[C@@H]6CO)O[C@@H]5CO)O[C@@H]4CO)O[C@@H]3CO	0.92	8	0	1	1	-2	-4	10	·
CC(=O)Oc1ccc(C(c2ccc(OC(C)=O)cc2)c2ccccn2)cc1	0.95	4	0	0.88	0	12	3	9	0
COc1ccc(CNC(=O)CCS(=O)(=O)c2ccc3c(c2)CC(C)N3C(=O)C2CC2)cc1 (stereo not given)	1	0	3	0.93	1	7	-3	5	1
CCOC(=O)C1C(=O)C=C(c2cccc(NS(C)(=O)=O)c2)CC1c1ccco1 (stereo not given)	0.96	4	-4	0.85	-2	15	-1	0	-1
C[C@@H]1CCC[C@@]2(O[C@@H](CCO)C[C@@H](O)[C@@H]2O)O1	1	-2	-10	1	-2	-5	5	9	4
CN(C)CCN1C(=O)C2C3C=CC(C3)C2C1=O (stereo not given)	1	-4	-3	0.98	-2	2	-4	-2	1
C=CCn1c(COc2ccc(CC)cc2)nnc1SCC(=O)N(C)C1CCS(=O)(=O)C1 (stereo not given)	1	0	2	1.1	6	-12	-2	8	0
Cc1[nH]c2ccccc2c1C(=O)CSc1nc2ncc(Cl)cc2[nH]1	0.79	21	4	1.2	9	-25	-7	10	-5
Cc1nnc2ccc(-c3cccc(NS(=O)(=O)c4cc(F)ccc4F)c3)nn12	1.1	-6	-2	0.92	0	8	4	10	0
COc1ccc(Oc2ncnc3c2oc2ccc(Br)cc23)cc1	1	-5	-8	1.1	-6	-8	-4	20	1
COC(=O)C1(C)CCC(C(=O)Nc2ccccc2)C1(C)C (stereo not given)	0.87	13	-4	0.87	-2	13	0	21	-1
O=S(=O)(c1ccc(F)cc1)N1CCC(N2CCCC2)CC1	1	0	0	1.1	5	-14	1	23	0
O=C(N/N=C/c1cc(Cl)cc([N+](=O)[O-])c1O)C(O)(c1ccccc1)c1ccccc1	0.68	32	-5	1.4	2	-42	-3	26	3
Cc1cccc(NC(=O)c2n[nH]c([N+](=O)[O-])c2Br)c1C	1.1	-9	-7	1.1	-2	-7	-2	1	3
COc1ccc(CNC(=O)CNS(=O)(=O)c2ccc(Cl)cc2)cc1	0.97	3	-2	0.93	-1	7	-2	1	-1
Cc1c(-c2ccccc2)[nH]n2c(=O)c3c(nc12)CCCC3	1	-1	0	1	1	0	-3	9	-1
Cc1ccc(C(=O)Cn2c(C(=O)OCCO)cc3ccccc32)cc1	0.94	6	-8	0.93	-5	7	-1	19	1
Cn1cccc1Cc1nnc(SCC(N)=O)n1-c1ccc(F)cc1	0.87	13	1	0.92	-3	8	0	5	2
CC1CCN(S(=O)(=O)c2ccc(NC(=O)Cn3nnc(-c4ccccc4)n3)cc2)CC1	1	-1	-3	0.85	-2	15	-3	14	-1
CN1CCN(S(=O)(=O)c2ccc(Sc3nc4ccccc4[nH]3)c3nsnc23)CC1	0.91	9	-9	1.1	-7	-11	0	19	38

Molecules shown so far that contain an aryl thioether with sulfur outside any ring:
SMILES	mIAP act	mIAP block	A3G deaminase	hIAP act	A3A deaminase	hIAP inh	MIN6 prolif	NALP3 yeast inh	SENP1 FRET inh
O=C(CSc1nnc(NC(=O)C2CCC2)s1)NC1CC1	0.93	7	-4	0.97	2	3	0	11	0
O=C(NCc1ccccc1)c1onc(CSc2ccc(Cl)cc2)c1C(=O)NCc1ccccc1	0.99	1	18	0.8	1	20	-6	21	2
CCn1c(SCC(=O)NCc2ccccc2)nc2nc3c(cc2c1=O)CCCC3	1.1	-9	-11	1.1	-3	-11	0	-3	-6
O=C(CSc1cccc[n+]1[O-])c1cccs1	0.97	3	-6	1	-1	-3	-2	-4	1
Cc1noc(C)c1CSc1ccccc1C(=O)N(C)CC(=O)Nc1cccc(F)c1	0.99	1	-6	0.85	-3	15	-5	13	2
C=CCn1c(COc2ccc(CC)cc2)nnc1SCC(=O)N(C)C1CCS(=O)(=O)C1 (stereo not given)	1	0	2	1.1	6	-12	-2	8	0
Cc1[nH]c2ccccc2c1C(=O)CSc1nc2ncc(Cl)cc2[nH]1	0.79	21	4	1.2	9	-25	-7	10	-5
Cn1cccc1Cc1nnc(SCC(N)=O)n1-c1ccc(F)cc1	0.87	13	1	0.92	-3	8	0	5	2
CN1CCN(S(=O)(=O)c2ccc(Sc3nc4ccccc4[nH]3)c3nsnc23)CC1	0.91	9	-9	1.1	-7	-11	0	19	38

Screening data (PubChem)

These rows are one share of the data; the hit share may differ from the screen's.
